aGlu spleen mod – qHTS Assay for Inhibitors and Activators of Human alpha-Glucosidase From Spleen Homogenate | Lysosomal alpha-glucosidase (Homo sapiens), P10253 | AID 2112, 2009 | human spleen homogenate, 4-MU-alpha-glucoside fluorescence | Potency, µM (series often up to 79.9 µM), for inactives: at the top dose activity change, negative = inhibition, usual class: inhibitors | 0.006% of 240,000 active;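 further: 0% = enzyme with vehicle and -100% = no enzyme basal signal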
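Human spleen homogenate (1 ug) with 4-methylumbelliferyl-alpha-D-glucopyranoside (1 mM final) in 50 mM citrate/phosphate pH 5.0, 0.01% Tween-20; 40 min at 37 C. Stopped at pH 10; 4-MU fluorescence Ex 365/Em 440 nm; AC50 by Hill fit.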
HTT cytoprotect – qHTS Multiplex Assay to Identify Dual Action Probes in a Cell Model of Huntington: Cytoprotection (ATP); PC12 HTT-Q103 induced, cytoprotection, ATP luminescence, 40 h; Potency, µM (series often up to 56.4 µM), inactives show cytoprotection (ATP increase), hits mostly activators; 0.14% of 230,000 active; AID 1471, 2008;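 further: % of control where 0% means no effect; nearly all actives have a fitted effect of over 45% in size; toxic huntingtin expression switched on by the ecdysone agonist tebufenozide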
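Compounds were screened for protection of PC12 cells against cell death after tebufenozide induction (100 nM final) of mutant Huntingtin exon 1 (Q103) fused to GFP.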
Tau FP inhib – qHTS for Inhibitors of Tau Fibril Formation, Fluorescence Polarization; Microtubule-associated protein tau (Homo sapiens), P10636; Potency, µM (top dose mostly 57.7 µM), inactives show at the highest dose activity, negative = inhibition, hits mostly inhibitors; 0.39% of 280,000 active; K18 P301L tau heparin fibrillization, Alexa594 FP, 6 h; further: on the % scale 0 is the no-effect control and ±100 the full control effect; nearly all actives have a fitted effect of over 55% in size
Target sequence (P10636 561-689 P618L limits assumed): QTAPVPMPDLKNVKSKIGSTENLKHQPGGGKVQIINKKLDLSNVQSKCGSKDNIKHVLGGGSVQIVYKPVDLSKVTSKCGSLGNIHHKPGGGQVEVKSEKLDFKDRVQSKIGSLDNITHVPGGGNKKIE
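Human tau K18 […] P301L fragment, 15 uM unlabeled plus 0.24 uM Alexa 594-labeled tau (final), with compound and 20 uM heparin in 100 mM sodium acetate pH 7; 6 hr at 37 C, then Alexa 594 FP read.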
GAA inhib – qHTS Assay for Inhibitors of Human alpha-Glucosidase as a Potential Chaperone Treatment of Pompe Disease; Lysosomal alpha-glucosidase (Homo sapiens), P10253; purified human GAA, 4-MU-alpha-glucoside fluorescence; Potency, µM (highest dose often 76.9 µM), for the others: at the highest dose activity change, negative = inhibition, actives largely listed as inhibitors; 0.005% of 200,000 active; AID 1466, 2008;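 further: plate controls were uninhibited enzyme wells for no effect and no-enzyme background for full effect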
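Human alpha-glucosidase, 4 nM, pre-mixed with test compounds before 400 uM 4-methylumbelliferyl substrate; 20 min room temperature at pH 5.0. Fluorescence read after pH 10 stop; AC50 values from Hill-equation fits.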
Tau ThT inhib – qHTS for Inhibitors of Tau Fibril Formation, Thioflavin T Binding | 2.1% of 270,000 active | recombinant tau K18 P301L, heparin-induced fibrillization, ThT fluorescence | Microtubule-associated protein tau (Homo sapiens), P10636 | Potency, µM (top dose mostly 57.4 µM), for inactives: at the top dose activity, negative = inhibition, actives largely listed as inhibitors; further: on the % scale 0 is the no-effect control and ±100 the full control effect; nearly all actives have a fitted effect of over 55% in size
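Aggregation was driven by heparin (20 uM final) acting on recombinant tau […] bearing P301L in 100 mM sodium acetate pH 7; fibrils were detected with Thioflavin T.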
Tau fluor counter – Counterscreen qHTS for Inhibitors of Tau Fibril Formation, Fluorescence Polarization | tau K18 P301L Alexa594 fluorescence, heparin fibrillization | Potency, µM (titrated, usually from 57.7 µM), for the others: at the highest dose activity change, negative = decrease | 0.93% of 280,000 active | AID 1463, 2008; further: on the % scale 0 is the no-effect control and ±100 the full control effect; nearly all actives have a fitted effect of over 55% in size
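Human tau K18 P301L (15 uM unlabeled, 0.24 uM Alexa 594-labeled) in 100 mM sodium acetate pH 7 with 20 uM heparin, 6 hr at 37 C. ThT 30 uM added, 1 hr ambient; Alexa 594 FP and total fluorescence read at 555/632 nm.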
aGal spleen mod – qHTS Assay for Inhibitors and Activators of Human alpha-Galactosidase From Spleen Homogenate | Alpha-galactosidase A (Homo sapiens), P06280 | human spleen homogenate, 4MU-alpha-Gal fluorescence, 40 min | Potency, µM (series often up to 80 µM), inactives show top-dose activity change, negative = inhibition, most hits filed as inhibitors | 0.008% of 240,000 active | AID 2107, 2009;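 further: 0% = enzyme with vehicle and -100% = no enzyme basal signal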
Target sequence (P06280 32-429 limits assumed): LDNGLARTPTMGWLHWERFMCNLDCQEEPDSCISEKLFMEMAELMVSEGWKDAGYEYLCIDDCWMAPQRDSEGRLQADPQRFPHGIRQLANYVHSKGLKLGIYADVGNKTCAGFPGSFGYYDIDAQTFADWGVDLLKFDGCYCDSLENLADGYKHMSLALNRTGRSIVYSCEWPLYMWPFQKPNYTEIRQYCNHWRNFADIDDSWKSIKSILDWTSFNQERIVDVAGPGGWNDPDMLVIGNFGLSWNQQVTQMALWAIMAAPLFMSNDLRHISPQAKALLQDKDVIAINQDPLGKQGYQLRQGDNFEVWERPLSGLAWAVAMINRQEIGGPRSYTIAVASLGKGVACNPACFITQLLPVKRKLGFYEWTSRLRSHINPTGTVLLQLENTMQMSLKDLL
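Spleen homogenate 1 ug + cpd (titration) + 4-MU-alpha-D-galactopyranoside 1 mM; 37C 40 min; 50 mM citrate/phosphate pH 5.0, 0.01% Tween-20; stop pH 10; fluorescence 365/440; AC50 via Hill.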
GAA glycogen – qHTS Assay for Inhibitors and Activators of Human alpha-Glucosidase Cleavage of Glycogen; Lysosomal alpha-glucosidase (Homo sapiens), P10253; Potency, µM (highest dose often 76.4 µM), without a hit: top-dose activity change, negative = inhibition, hits mostly inhibitors; 0.38% of 300,000 active; recombinant GAA, glycogen substrate, Amplex Red glucose oxidase fluorescence;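 further: 0% = full enzyme reaction and -100% = no-enzyme basal signal; the screen sought inhibitors and activators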
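Recombinant enzyme (4 nM final) with compounds titrated up to 77 uM and bovine liver glycogen (30 ug) in citrate pH 5.0, 0.01% Tween-20, 37 C 40 min. Released glucose detected by Amplex Red/glucose oxidase (Ex 573/Em 610); AC50 from Hill fits.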
* hit, by the source's call; ? = inconclusive; · = not tested or not shown; & = joins results of further samples; [ ] = another dose, or the depositor's remark. The call rests on the fitted dose curve; in most records, active means well fitted curve in the direction sought with a large enough effect; inconclusive means small, poorly fitted or top-dose-only effect, or another doubt; inactive means no such curve, though single readings can be large; an effect the other way counts as inactive or inconclusive. Potency means the concentration at half of the fitted maximal effect. An unsorted share of the library; overall some 3.3% were active at least once.

mol	aGlu spleen mod	HTT cytoprotect	Tau FP inhib	GAA inhib	Tau ThT inhib	Tau fluor counter	aGal spleen mod	GAA glycogen
COCc1nnc(NC(=O)CCC2CCCCC2)s1	-2%	9%	3%	-4%	2%	-1%	0%	2%
Cc1nnc(N/N=C/c2ccc([N+](=O)[O-])cc2)n1N	-6%	-131%[inhibitor]	-29%	?	?	-11%	3%	1%
Cc1ccc(-n2c(=O)c3c(c4cc(C)ccc4n3C)n(CC(=O)N3CCCC3)c2=O)cc1	·	·	13%	·	-1%	3%	·	12%[76.3 µM]
O=C(O)CCn1c(=O)sc2ccccc21	3%	-16%[10 µM]	-1%	-9%	-9%	-8%	12%	?
CCc1ccc2[nH]c(=O)c(CN(Cc3nnnn3C3CCCC3)C3CCCCC3)cc2c1	-7%	-38%[inhibitor]	-2%	-4%	?	-7%	1%	2%
COc1ccc(C(=O)CSc2nnc(-c3cc(C)on3)o2)cc1	-12%	8%[0.074 µM]	-4%	-7%	?	-3%	1%	-1%
O=C(Nc1nnc(-c2ccccc2)o1)C1CCCCC1	-4%	5%[10 µM]	-5%	-1%	-5%	0%	0%	-1%
CCCN(CCC)CCNC(=O)C1c2ccccc2C(=O)N2CCc3ccccc3C12 (stereo unspecified)	1%	-13%	3%	?	-2%	-6%	-3%	2%

Next section:
mol	aGlu spleen mod	HTT cytoprotect	Tau FP inhib	GAA inhib	Tau ThT inhib	Tau fluor counter	aGal spleen mod	GAA glycogen
CCN(CC)CCCNc1oc(/C=C/c2ccc(OC)c(OC)c2)nc1C#N	·	·	3%	·	-11%	-9%	·	?
S=C(Nc1cccnc1)N1CCCCC1	0%	-32%	1%	-18%	-7%	-8%	-5%	-8%
CC(=O)c1sc(-c2ccc(F)cc2)cc1NS(=O)(=O)c1ccc(C)cc1	9%	0%[10 µM]	-15%	·	-5%	-23%	-4%	5%
COC(=O)CCn1nnc(-c2ccc(C(C)C)cc2)n1	-4%	-34%[10 µM]	-8%	?	?	-20%	-3%	1%
Cc1ccccc1CN1CCc2c(OCC(=O)N3CCCc4ccccc43)cccc2C1=O	-7%	·	1%	?	?	-6%	0%	1%
CCC(c1nnnn1Cc1ccccc1)N1CCN(C(=O)c2ccco2)CC1 (stereo unspecified)	2%	8%	-2%	2%	-10%	-2%	4%	3%
Cc1ccccc1NC(=S)N/N=C1\CC(C)(C)Oc2ccc(O)cc21	-3%	0%	?	-4%	-12%	?	-14%	?
Fc1ccccc1Cn1nnc(-c2ccc3c(c2)OCO3)n1	-4%	-38%[inhibitor]	3%	5%	-13%	-19%	-3%	-3%

(next part)
mol	aGlu spleen mod	HTT cytoprotect	Tau FP inhib	GAA inhib	Tau ThT inhib	Tau fluor counter	aGal spleen mod	GAA glycogen
O=C1OC(/C=C/c2ccccc2)=NC/1=C/c1ccco1	-6%	-4%[10 µM]	6%	5%	?	0%	6%	-4%
COc1ccc2c(c1OC)CN1CCc3cc4c(cc3[C@@H]1[C@@H]2O)OCO4	-2%	·	-7%	-8%	-9%	-3%	4%	-5%
COC(=O)c1cc2c(s1)-c1ccc(OC)cc1CC2	?	9%[10 µM]	-3%	·	?	-25%	?	0%
O=c1c2ccccc2c(-c2ccccc2)nn1Cc1c(Cl)cccc1Cl	3%	-4%[10 µM]	-9%	0%	-15%	-15%	1%	-2%
O=C(Cn1cc2c(n1)CCCC2)NCCCN1CCN(Cc2ccccc2)CC1	0%	10%	11%	-26%	-9%	-5%	-13%	-10%
Cc1cccc(C)c1OCC(O)CNS(=O)(=O)c1ccccc1C(=O)N1CCOCC1 (stereo unspecified)	-4%	3%[10 µM]	-6%	-1%	-12%	-12%	-1%	0%
CCOc1cc(C2NN=C(c3ccc(C)cc3)S2)ccc1O (stereo unspecified)	-4%	4%[10 µM]	2%	-2%	-16%	?	-13%	?
Cc1cc(=O)oc2c(C(=O)c3ccccc3)c(OCC(N)=O)ccc12	-12%	6%[10 µM]	-3%	8%	-2%	-6%	0%	3%

Later entries:
mol	aGlu spleen mod	HTT cytoprotect	Tau FP inhib	GAA inhib	Tau ThT inhib	Tau fluor counter	aGal spleen mod	GAA glycogen
CCN1C(=Nc2ccc(Cl)cc2)SC/C1=C\C(=O)OC	-5%	16%[10 µM]	0%	-22%	-21%	-24%	-13%	-1%
CCCCC(=O)Nc1ccc2c(c1)nc(CCN1CCOCC1)n2C	3%	-7%[0.074 µM]	-3%	1%	-12%	-5%	7%	12%
CC(C)Cn1cnc2sc3c(c2c1=N)CCCC3	-5%	2%	12%	-4%	-1%	0%	-7%	2%
Cn1cccc1C(=O)Nc1nc(-c2ccccn2)cs1	2%	-5%	3%	10%	6%	5%	-6%	-17%
COc1ccc(C(=O)Nc2nc(-c3ccc(OC)cc3)c(-c3ccc([N+](=O)[O-])cc3)s2)cc1	-2%	-23%	6%	-1%	?	-16%	6%	-3%
COc1ccc(CC(=O)Nc2nnc(SCc3ccccc3)s2)cc1S(=O)(=O)N1CCOCC1	-6%	-14%	1%	-3%	-7%	-27%	-4%	1%
CC(=O)NC(Cc1cnc[nH]1)C(=O)O (stereo unspecified)	2%	4%[10 µM]	-3%	?	-3%	2%	2%	1%
O=CN1CCN(C(=O)c2ccc(-c3nc4ccccc4s3)s2)CC1	15%	-105%[inhibitor]	-3%	4%	?	-11%	25%	0%

Entries of single compounds, quoted from the list. Order of screens: aGlu spleen mod | HTT cytoprotect | Tau FP inhib | GAA inhib | Tau ThT inhib | Tau fluor counter | aGal spleen mod | GAA glycogen
Profile of `CC(=O)NC(Cc1cnc[nH]1)C(=O)O` (stereo unspecified) → 2% | 4%[10 µM] | -3% | ? | -3% | 2% | 2% | 1%
Profile of `Cn1cccc1C(=O)Nc1nc(-c2ccccn2)cs1` → 2% | -5% | 3% | 10% | 6% | 5% | -6% | -17%
Profile of `CCCCC(=O)Nc1ccc2c(c1)nc(CCN1CCOCC1)n2C` → 3% | -7%[0.074 µM] | -3% | 1% | -12% | -5% | 7% | 12%

New compounds follow
mol	aGlu spleen mod	HTT cytoprotect	Tau FP inhib	GAA inhib	Tau ThT inhib	Tau fluor counter	aGal spleen mod	GAA glycogen
FC(F)(F)c1ccc(CN2C[C@@H]3C(c4ccccc4)C4(c5ccccc5)CC3(C4)[C@H]2c2ccccc2)cc1 (stereo partly specified)	-6%&0%	-76%[inhibitor]	-4%&-12%	·	-12%&-2%	-11%&4%	9%&4%	3%
C#CCNC(=O)C1=C[C@H](c2csc3ccccc23)C[C@H](OCCCCO)O1	-11%	9%[10 µM]	5%	·	-15%	-8%	-9%	-11%
NC(=S)N/N=C/c1c(O)ccc2ccccc12	18%	-3%[10 µM]	7%	·	·	?	?	·
Cn1c(=NC(=O)c2cccc([N+](=O)[O-])c2)sc2ccccc21	4%	-15%	-2%	8%	?	-3%	1%	4%
Cn1c(=O)c2cc(S(=O)(=O)NCCC(=O)N3CC=C(c4ccccc4)CC3)ccc2n(C)c1=O	-1%	-13%	-1%	?	-6%	-4%	-7%	6%
CCN(CC)S(=O)(=O)c1nnc(NC(=O)COc2ccccc2)s1	·	·	-5%	·	-16%	-9%	·	5%[76.3 µM]
CCN(CC)CCCNC(=O)c1nn(C)c2c1CSc1ccccc1-2	·	·	?	·	?	25µM*[quencher]	·	3%[76.3 µM]
COC(=O)c1cccnc1-n1c(=O)c2cccnc2n(Cc2ccc(Cl)cc2)c1=O	2%	0%	1%	0%	-4%	-3%	10%	2%

Next section:
mol	aGlu spleen mod	HTT cytoprotect	Tau FP inhib	GAA inhib	Tau ThT inhib	Tau fluor counter	aGal spleen mod	GAA glycogen
O=c1c2ccccc2ncn1CCCSc1ccccc1	-11%	-13%	1%	3%	3%	2%	-3%	7%
CN(C)c1ccc(/C=C/C#N)cc1	5%	-8%[10 µM]	1%	·	·	-12%	11%	1%
O=C(Nc1cc(C(F)(F)F)ccc1N1CCOCC1)c1ccc[n+]([O-])c1	-12%	5%	11%	-2%	-10%	-3%	-5%	-2%
CCOC(=O)NC(O)C(=O)c1ccc(F)cc1 (stereo unspecified)	1%	3%	8%	-4%	-6%	-6%	3%	5%
C=CCNC(=O)CC(=O)N/N=C/c1ccc(C(=O)OC)cc1	1%	3%[10 µM]	-7%	?	-18%	-14%	3%	3%
COc1ccc(-n2cc(CN(C)C(C)c3ccncn3)c(-c3cccc(F)c3)n2)cc1 (stereo unspecified)	2%	-39%[inhibitor]	-8%	-2%	-14%	-18%	2%	-7%
Cc1cccc2c(=O)c(C(=O)NCCCN3CCOCC3)c[nH]c12	2%	11%[10 µM]	6%	-3%	-5%	0%	6%	-6%
Cc1ccc(Nc2c(-c3ccc(N(C)C)cc3)nc3nc[nH]n23)cc1	·	·	?	·	14µM*	?	·	15%[76.3 µM]

Carrying on.
mol	aGlu spleen mod	HTT cytoprotect	Tau FP inhib	GAA inhib	Tau ThT inhib	Tau fluor counter	aGal spleen mod	GAA glycogen
Cc1cc(C)n(-c2ccc(C(=O)Nc3ccc(N4CCOCC4)cc3)cc2)n1	0%	-4%	10%	-12%	?	-11%	-3%	-12%
CCn1c(Sc2ccc(N)cc2Cl)nc2ccccc21	-6%	6%	?	-20%	-13%	-27%	0%	-1%
Cc1oc2c(c(C)cc3oc(=O)c(CC(=O)NCCc4ccccc4F)c(C)c32)c1C	·	·	-5%	·	4%	7%	·	14%[76.3 µM]
O=C(Nc1cccc(Cl)c1)C1CCCN(S(=O)(=O)c2cnc[nH]2)C1 (stereo unspecified)	-13%	-4%	0%	-5%	-4%	-7%	5%	-15%
N#Cc1ccccc1Sc1ccccc1C(=O)OCC(=O)NC12CC3CC(CC(C3)C1)C2	1%	19%[10 µM]	-1%	-7%	-5%	-20%	-2%	0%

High-throughput results (PubChem BioAssay)
